Compound activity as filed in PubChem BioAssay.
CaV13 ICDI inh = Disruptors of the CACNA1D IQ motif to Ca2+-dependent inactivation inhibitor domain association, primary screening, Förster resonance energy transfer in intact living … | HEK cells, CFP/YFP FRET ICDI-IQ, plate reader, 10 min; percent FRET-ratio fall versus neutral wells | inhibition, % at 12.3 µM | actives 0.098% (n = 340,000);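 active = mean replicate inhibition of at least 30% and at least 1% of replicates passing that level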;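 also: 0% = median of the neutral control wells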
Glyco luc inh = blocks N-linked glycosylation in D54 reporter cells | D54 ERlucT glycosylation luciferase reporter, 24 h; percent of 100 nM tunicamycin response | reporter increase, % at 12.5 µM | actives 0.23% (n = 360,000) | AID 588692;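 active = mean luciferase reporter signal, scaled so untreated is 0 and the glycosylation-blocking control 100, at or above a set limit in every replicate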;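 also: luciferase carries N-glycosylation sites so blocking glycosylation raises the light; 0% = median of neutral control wells and 100% = median of 100 nM tunicamycin wells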
iPSC survival up = hiPSC single-cell survival enhancement. ATPlite luminescence; 100% = ROCK inhibitor wells, 0% = DMSO. survival enhancement, % at 20 µM. actives 0.044% (n = 360,000). AID 602274; in the data active = survival enhancement above about 18%;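 also: cells exposed to compounds for 16 hours before the ATP read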
Exocytosis inh = blocks lytic granule exocytosis; TALL-104 LAMP-1 surface exposure, flow cytometry; cells stimulated with thapsigargin and PMA; inhibition, % at 10 µM; actives 0.66% (n = 360,000);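 active = inhibition above about 55%, limit read from the data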
aDG glyco act = increases alpha dystroglycan glycosylation; Pro5-aDG cells, alpha-DG glycosylation AlphaScreen (IIH6); 0% Pro5, 100% B10-LARGE cell signal; AID 624168; actives 0.22% (n = 360,000); activation, % at 10 µM;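 active = activation of at least 8% versus controls, or a plate z-score of at least 8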;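 also: Pro5 are CHO cells carrying HIG-tagged alpha-DG that lacks glycosylation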
PDI inh = PDI (human) enzyme inhibition | P07237 | PDI insulin aggregation turbidity, A650, 90 min | inhibition, % at 10 µM | actives 0.052% (n = 350,000);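 active = mean inhibition across replicates of 30% or more, whatever share of single replicates reach that level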;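 also: absorbance from insulin aggregation driven by PDI reduction with DTT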
Target sequence (P07237 whole entry, looked up): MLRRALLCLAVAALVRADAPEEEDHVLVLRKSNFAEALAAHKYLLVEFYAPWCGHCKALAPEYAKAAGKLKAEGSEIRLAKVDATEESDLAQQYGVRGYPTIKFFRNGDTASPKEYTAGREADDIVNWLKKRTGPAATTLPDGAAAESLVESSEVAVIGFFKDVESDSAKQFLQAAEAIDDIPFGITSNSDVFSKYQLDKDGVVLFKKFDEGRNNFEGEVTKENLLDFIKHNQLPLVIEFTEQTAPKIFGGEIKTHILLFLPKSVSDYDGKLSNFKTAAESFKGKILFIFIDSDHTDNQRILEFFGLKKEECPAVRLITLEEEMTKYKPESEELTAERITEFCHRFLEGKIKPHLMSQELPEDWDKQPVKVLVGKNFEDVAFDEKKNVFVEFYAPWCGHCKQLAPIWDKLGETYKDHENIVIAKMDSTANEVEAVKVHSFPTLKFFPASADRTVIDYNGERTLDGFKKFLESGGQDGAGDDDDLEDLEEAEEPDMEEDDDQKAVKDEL
Vif inh = inhibitors of HIV Vif; HEK293T cells, Vif self-association by quenched fluorescence, imaging, 24 h; inhibition, % at 7.49 µM; actives 0.35% (n = 340,000); AID 602346; in the data active = inhibition above about 50%, passing the limit was not always enough; also: some results filed as inactive read as strong as hits
Cardio protect = modulators protecting cardiomyocytes from myocardial damage; actives 0.63% (n = 360,000); H9c2 cardiomyocytes, H2O2 injury protection, ATPLite, 2 h; AID 588492; protection from H2O2 cell death, % at 20 µM;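 active = compounds giving at least 50% protection of heart cells from peroxide-induced death in the single-dose screen, raw or plate-pattern-corrected value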;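 also: 0% = DMSO wells with peroxide and 100% = DMSO wells without peroxide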
m5-HT2A agonist = agonists of mouse serotonin 5-HT2A receptor (HTR2A); activation, % at 7.6 µM; P35363; CHO-K1 mHTR2A beta-arrestin complementation, luminescence; percent of 30 µM serotonin response; actives 0.66% (n = 360,000); AID 624169;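 active = activation above a run cutoff, the mean activation of all tested compounds plus 3 SD, cut at about 14% in these data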;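 also: 0% = plate median of compound wells and 100% = 30 µM serotonin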
Target sequence (P35363 whole entry, looked up): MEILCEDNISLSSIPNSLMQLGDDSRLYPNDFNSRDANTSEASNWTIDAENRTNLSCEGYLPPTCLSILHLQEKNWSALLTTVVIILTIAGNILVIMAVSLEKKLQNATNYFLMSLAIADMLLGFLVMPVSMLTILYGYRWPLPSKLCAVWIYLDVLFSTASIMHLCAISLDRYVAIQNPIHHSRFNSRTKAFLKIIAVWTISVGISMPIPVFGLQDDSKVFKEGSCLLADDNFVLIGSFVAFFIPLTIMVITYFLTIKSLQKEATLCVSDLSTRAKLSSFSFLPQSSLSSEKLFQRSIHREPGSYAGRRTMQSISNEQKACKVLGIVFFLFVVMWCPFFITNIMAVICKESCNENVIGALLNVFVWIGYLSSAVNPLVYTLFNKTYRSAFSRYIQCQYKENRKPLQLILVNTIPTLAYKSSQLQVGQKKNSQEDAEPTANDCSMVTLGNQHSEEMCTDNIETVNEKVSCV
ABCB6 inh MLPCN = human ABCB6 transporter inhibition | AID 602162 | fluorescence ratio to DMSO, % at 10 µM | Q9NP58 | K562-ABCB6 porphyrin accumulation, flow cytometry, 1 h; stronger effect = lower value | actives 0.19% (n = 360,000);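 active = fluorescence ratio to DMSO below 75%, the collection mean minus 3 SD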;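 also: signal is porphyrin accumulated inside mitochondria; 100% equals median channel fluorescence of DMSO control wells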
Numbers without * were called inactive; · = no result given.

Every second line gives: Exocytosis inh	Glyco luc inh	Vif inh	PDI inh	CaV13 ICDI inh	Cardio protect	ABCB6 inh MLPCN	m5-HT2A agonist	iPSC survival up	aDG glyco act
1: CCCCC1=CC2=CC(=O)C(C)(OC(=O)CC)C(=O)C2=CN1Cc1ccco1 (configuration not stated)
    1	4	6	0	·	1	99	-1	-1.9	0.0
2: Cn1c(N)c(C(=O)COC(=O)c2cc(S(=O)(=O)N3CCCCC3)ccc2Cl)c(=O)n(C)c1=O
    2	0	-1	0	-3	14	104	4	-0.9	-0.2
3: CCOc1ccc(S(=O)(=O)Nc2ccccc2C(=O)NCc2ccco2)cc1
    -6	1	-2	-5	-5	-30	89	10	0.9	-0.1
4: CN(C)/C=N/c1nc2nccc(-c3cccs3)n2n1
    -3	4	-5	-4	-2	9	97	-4	-0.7	-0.2
5: C1CCN=C(Nc2nc3c(s2)CCCC3)CC1
    -2	-3	4	15	-8	-4	102	-2	-0.8	0.0
6: Cc1ccc(-n2c(=O)[nH]c3c(oc4ccccc43)c2=O)cc1
    -13	-1	0	2	-3	0	93	3	-0.3	0.0
7: CC(=O)c1cc(C#N)c(NCc2cc(-c3ccccc3)no2)nc1C
    -3	-1	8	-2	-19	-3	96	2	2.4	0.4
8: O=c1c2c([nH]c3ccccc13)C(=C1CCCC1)CC2
    -1	-2	8	-4	·	3	95	2	0.4	0.0
9: Cc1cc(C(=O)OCC(=O)NCc2ccccc2)c(C)o1
    -2	4	-10	-5	9	-5	103	0	-0.1	0.0
10: CC1CN(C)CCC1OC(=O)c1ccccc1 (configuration not stated)
    -11	0	3	0	-1	0	98	0	-0.4	0.0
11: CCOC(=O)C1(C)CCN1C(=O)c1cc(OC)ccc1Br (configuration not stated)
    1	0	-2	-2	-10	2	102	0	-1.7	-0.1
12: Cc1ccc(Cn2c(N3CCCCCC3)nc3c2c(=O)[nH]c(=O)n3C)cc1
    1	2	-1	2	·	1	90	-5	-2.5	-0.2
13: CCOc1ccc(CCNC(=O)COC(=O)c2[nH]c(C)c(C(C)=O)c2C)cc1OCC
    -2	2	-11	-9	-6	-1	98	8	-0.6	0.0
14: CN(Cc1ccccc1)C(=O)c1cccc(NC(=O)C2CCCN(C(=O)OC(C)(C)C)C2)c1 (configuration not stated)
    -4	2	-5	-4	-3	4	95	-4	-0.7	0.3
15: Cc1ccc(Nc2nc3ccccc3n3cnnc23)c(Cl)c1
    -16	11	-9	-11	-20	4	98	-2	-0.8	-0.2
16: O=C(CC1C(=O)NCCN1C(=O)Nc1ccccc1)Nc1ccc(F)cc1 (configuration not stated)
    27	-1	1	-1	-5	4	92	3	0.3	0.1
17: Cc1ccc(N2CC(C(=O)Nc3ccc(S(=O)(=O)Nc4nccs4)cc3)CC2=O)cc1 (configuration not stated)
    -3	0	·	1	-5	3	100	-5	-1.2	-0.1
18: CC1(C(=O)NNC(=O)C2CCCCC2)CC1(Cl)Cl (configuration not stated)
    -8	2	-6	5	-5	2	98	-2	-0.2	-0.3
19: COc1ccc(C2C3C=CCC(c4cccc(-c5ccc(C)cc5)c4)C3C(=O)N2Cc2ccccc2)cc1Cl (configuration not stated)
    -6	2	·	-10	-5	-8	95	1	-3.7	-0.2
20: CCOC(=O)Cc1csc(N)n1
    -2	1	·	-2	-6	4	104	10	0.5	0.2

Grouped by structure, the entries above with an aryl methoxy group (two)
Every second line gives: Exocytosis inh	Glyco luc inh	Vif inh	PDI inh	CaV13 ICDI inh	Cardio protect	ABCB6 inh MLPCN	m5-HT2A agonist	iPSC survival up	aDG glyco act
11: CCOC(=O)C1(C)CCN1C(=O)c1cc(OC)ccc1Br (configuration not stated)
    1	0	-2	-2	-10	2	102	0	-1.7	-0.1
19: COc1ccc(C2C3C=CCC(c4cccc(-c5ccc(C)cc5)c4)C3C(=O)N2Cc2ccccc2)cc1Cl (configuration not stated)
    -6	2	·	-10	-5	-8	95	1	-3.7	-0.2

Later entries:
Every second line gives: Exocytosis inh	Glyco luc inh	Vif inh	PDI inh	CaV13 ICDI inh	Cardio protect	ABCB6 inh MLPCN	m5-HT2A agonist	iPSC survival up	aDG glyco act
21: Clc1ccc(Nc2cc(-c3ccccc3)nc3ncnn23)cc1
    -4	5	1	-3	-5	6	97	5	-0.4	0.0
22: CCNc1c(C(=O)O)ccc2c1C(=O)c1ccccc1C2=O
    -2	4	3	2	-16	4	92	-3	0.0	-0.1
23: CN(C)c1ccc(-c2nc3cnccn3c2Nc2ccc3c(c2)OCCO3)cc1
    2	1	3	-7	-8	-1	96	2	0.0	-0.1
24: CCN(Cc1ccccc1)S(=O)(=O)c1ccc(C(=O)N(CCCN(C)C)c2nc3c(C)c(C)ccc3s2)cc1
    60*	-7	-5	25	-7	-19	95	-13	-0.2	0.9
25: O=C(Nc1ncccc1O)c1ccc(S(=O)(=O)Nc2ccccc2)cc1
    -4	129*	1	-3	-5	3	101	-4	-0.5	-0.5
26: COC(=O)c1nnn(-c2nc(N3CCOCC3)nc(N3CCOCC3)n2)c1C
    0	-1	-2	8	-2	8	87	8	-0.4	-0.2
27: Cc1[nH][nH]c(=O)c1C(c1ccc(-c2ccccc2C(=O)O)o1)c1c(C)[nH][nH]c1=O
    1	6	2	-3	-5	-7	94	-5	0.7	-0.1
28: COc1ccc(NC(=O)Nc2nnc(-c3cccs3)s2)cc1
    -1	-1	4	8	-15	-9	101	9	-0.5	-0.2
29: O=C(COC(=O)c1cccc(S(=O)(=O)NCc2ccccc2)c1)NC1CC1
    0	3	0	-2	-6	1	95	-2	0.2	-0.1
30: CC(C)NC(=O)C1CCN(C2CCN(C(=O)c3ccc4cccc(F)c4n3)CC2)CC1
    6	-1	4	-3	-2	-5	94	2	-0.3	0.1
31: COc1cc(OC)cc(C(=O)NNc2nc3cc4c(cc3s2)OCO4)c1
    -2	1	-5	·	-7	7	100	-2	-0.2	0.3
32: COc1cccc(/C=N/Nc2ncnc(Cl)c2N)c1O
    -4	-12	11	-3	-20	3	95	6	-3.1	1.4
33: CSc1nnc(CNS(=O)(=O)c2ccc(Br)cc2)n1C
    -16	1	-2	-4	-9	6	102	6	1.7	2.0
34: CCc1ccccc1NC(=O)NC(C)c1ccc2c(c1)OCO2 (configuration not stated)
    1	-2	-12	4	-7	2	82	-1	-0.5	0.2
35: Cc1ccccc1N=C(NO)c1cccnc1
    -2	-1	-4	-1	-20	0	100	5	-0.2	-0.3
36: COc1ccc2[nH]c(=O)c(CN(CCc3ccccc3)Cc3nnnn3CC3CCCO3)cc2c1 (configuration not stated)
    6	-1	6	1	·	76*	91	-3	1.3	0.0
37: N#C/C(=C\c1ccc(O)cc1)C(=O)NCc1cccc(Cl)c1
    -3	3	-14	-1	-3	-3	99	-1	0.3	-0.2
38: O=C1c2cccc3cccc(c23)C(=O)N1/N=C/c1ccc(O)cc1O
    -2	7	2	3	-18	35	118	0	0.7	-0.2
39: COC(=O)c1ccccc1C(=O)N1CCOCCOCCOCC1
    0	3	22	0	-4	-2	98	4	-2.3	-0.1
40: C#CCOc1ccc(/C=C2/C(=O)ON=C2C)cc1Cl
    2	1	3	4	-10	1	101	7	-0.7	0.2

Glyco luc inh, entries above that show a hit
#	Structure	Exocytosis inh	Glyco luc inh	Vif inh	PDI inh	CaV13 ICDI inh	ABCB6 inh MLPCN	m5-HT2A agonist	aDG glyco act
25	O=C(Nc1ncccc1O)c1ccc(S(=O)(=O)Nc2ccccc2)cc1	-4	129*	1	-3	-5	101	-4	-0.5

Entries of single compounds, looked up by structure. Values in the order: Exocytosis inh	Glyco luc inh	Vif inh	PDI inh	CaV13 ICDI inh	Cardio protect	ABCB6 inh MLPCN	m5-HT2A agonist	iPSC survival up	aDG glyco act
Listed for `CCCCC1=CC2=CC(=O)C(C)(OC(=O)CC)C(=O)C2=CN1Cc1ccco1` (configuration not stated) = 1	4	6	0	·	1	99	-1	-1.9	0.0
Listed for `CC(=O)c1cc(C#N)c(NCc2cc(-c3ccccc3)no2)nc1C` = -3	-1	8	-2	-19	-3	96	2	2.4	0.4
Listed for `O=C(Nc1ncccc1O)c1ccc(S(=O)(=O)Nc2ccccc2)cc1` = -4	129*	1	-3	-5	3	101	-4	-0.5	-0.5
Listed for `CC1CN(C)CCC1OC(=O)c1ccccc1` (configuration not stated) = -11	0	3	0	-1	0	98	0	-0.4	0.0

New compounds follow
Every second line gives: Exocytosis inh	Glyco luc inh	Vif inh	PDI inh	CaV13 ICDI inh	Cardio protect	ABCB6 inh MLPCN	m5-HT2A agonist	iPSC survival up	aDG glyco act
41: O=C1C2CC=C(Cl)CC2C(=O)N1CNc1ccccn1 (configuration not stated)
    2	1	10	1	·	11	105	-5	5.1	-0.1
42: COc1ccccc1-c1csc(NC(=O)c2cc(-c3cccs3)nc3ccccc23)n1
    -1	-2	-4	-1	-3	6	106	2	0.2	-0.7
43: Cc1onc(-c2ccccc2Cl)c1C(=O)Nc1c(C)n(C)n(-c2ccccc2)c1=O
    -4	1	-14	13	·	0	94	-5	-0.6	-0.1
44: COc1cccc2sc3ccc(C#CC4(O)CCCCC4)cc3c(=O)c12
    -1	-1	-5	-1	-6	-4	98	1	-2.6	0.0
45: Cc1ccc(CN(C)Cc2cc(=O)oc3cc(C)c(Cl)cc23)cc1
    0	-1	-15	-13	-4	-5	97	2	1.7	0.1
46: CC1(C)CC(=O)c2cnc3c(C#N)cnn3c2C1
    0	1	13	2	-2	9	100	-1	-0.9	-0.2
47: CC(=O)/C(=N/Nc1ccc(Br)cc1)N1CCCc2ccccc21
    14	-4	-7	0	-5	-2	94	-2	-0.8	0.6
48: O=C(COc1ccccc1)Nc1nc(-c2cccs2)cs1
    -3	2	0	2	·	4	95	-2	0.6	0.0
49: O=C(NCc1ccccn1)C(=O)NN=C1CCCCCCCCCCC1
    -2	0	-1	-1	-6	-2	98	-1	-0.3	0.1
50: COC(=O)c1c2c(nc3ccccc13)CCC2
    4	0	21	-5	-4	5	104	-3	-3.2	0.1
51: c1ccc2oc(-c3csc(NCC4CCCO4)n3)cc2c1 (configuration not stated)
    -2	-10	-5	1	-5	-23	99	-5	-0.1	0.1
52: COc1ccc(-c2cc(C(=O)O)c3ccccc3n2)c(OC)c1
    -2	1	5	1	·	0	97	5	1.8	-0.1
53: CCOP(=O)(c1ccccc1)c1nc(-c2ccccc2C)oc1NCc1ccccc1 (configuration not stated)
    1	-5	-5	-3	-4	-7	99	5	-0.4	-0.2
54: OC(Cn1cncn1)c1ccc(Cl)cc1 (configuration not stated)
    -1	0	4	-2	-9	0	102	3	-0.9	0.0
55: Cc1cc(C)cc(-n2c(C)cc(C(=O)CSc3nnnn3C)c2C)c1
    4	-1	-10	-2	0	0	99	-7	-0.6	0.1
56: CCN(CC)c1ccc(CN(C(=O)c2cc(OC)c(OC)c(OC)c2)C2CCS(=O)(=O)C2)cc1 (configuration not stated)
    14	3	-5	14	·	8	103	0	-1.3	-0.1
57: COc1ccccc1CNC(=O)C(C)Oc1ccccc1 (configuration not stated)
    -5	-1	-3	7	-20	2	100	5	-0.5	0.0
58: O=C(CN1C(=O)COc2ccccc21)NNC(=O)Nc1ccccc1F
    -3	2	1	10	-4	-5	94	4	0.3	0.0

Of the compounds above, two have an aryl thioether with sulfur outside any ring.
Every second line gives: Exocytosis inh	Glyco luc inh	Vif inh	PDI inh	CaV13 ICDI inh	Cardio protect	ABCB6 inh MLPCN	m5-HT2A agonist	iPSC survival up	aDG glyco act
33: CSc1nnc(CNS(=O)(=O)c2ccc(Br)cc2)n1C
    -16	1	-2	-4	-9	6	102	6	1.7	2.0
55: Cc1cc(C)cc(-n2c(C)cc(C(=O)CSc3nnnn3C)c2C)c1
    4	-1	-10	-2	0	0	99	-7	-0.6	0.1
